KDM4C inh = inhibitors of GASC-1 (KDM4C) histone demethylase, primary screen, biochemical, single concentration HTS; Lysine-specific demethylase 4C (Homo sapiens), Q9H3R0; AID 720574, 2013; GST-KDM4C 2-372, H3K9me3 peptide, LANCE TR-FRET; inhibition, % at 12.5 µM; 0.15% of 96,000 active;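 active = mean replicate inhibition above about 25%, with at least 55% of replicates also reaching it, limit read from the data, passing the limit was not always enough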
Target sequence (Q9H3R0 2-372 limits assumed): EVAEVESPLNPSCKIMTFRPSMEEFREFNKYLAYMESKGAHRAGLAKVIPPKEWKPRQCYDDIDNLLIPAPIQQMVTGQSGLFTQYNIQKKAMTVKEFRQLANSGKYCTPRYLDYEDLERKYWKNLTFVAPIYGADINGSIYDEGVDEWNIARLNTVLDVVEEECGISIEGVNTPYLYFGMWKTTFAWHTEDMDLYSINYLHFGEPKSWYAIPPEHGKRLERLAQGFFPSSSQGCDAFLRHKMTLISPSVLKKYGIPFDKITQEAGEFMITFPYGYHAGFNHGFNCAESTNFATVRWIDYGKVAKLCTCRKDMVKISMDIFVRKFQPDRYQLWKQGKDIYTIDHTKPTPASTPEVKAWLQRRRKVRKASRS
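reagent = H3K9me3 peptide substrate, Fe(II), 2-oxoglutarate | system = GST-tagged GASC-1 (JMJD2C) catalytic fragment, aa 2-372 | amount = enzyme final amount 10 nM | read-out = Fall in 671/618 emission ratio as inhibition | medium = HEPES buffer, pH 7.5, plus ascorbate | schedule = 30 min reaction, 60 min detection, RT | measured by = LANCE TR-FRET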
C diff growth = C. difficile growth inhibitors, primary screen, HTS | AID 1259249, 2017 | Clostridium difficile clinical isolate growth, OD600, 24 h; stronger effect = lower value | growth activity, negative = inhibition, % at 16 µg/mL (by protocol) | 0.25% of 86,000 active;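 active = mean growth activity at or below -80% and every replicate also at or below -80%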;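 note: 0% = DMSO wells and -100% = levofloxacin 16 µg/mL wells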
T cruzi growth = T. cruzi intracellular proliferation inhibitors, primary screen, cell-based, beta-gal Tulahuen parasites, NIH3T3 host, luminescence; AID 624255, 2012; inhibition, % at 8.34 µM; 5.9% of 77,000 active; T. cruzi beta-gal in NIH3T3, GalScreen luminescence, 90 h;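 active = mean inhibition above about 93%, with at least 55% of replicates each passing it, limit read from the data, passing the limit was not always enough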
Pf Dd2 growth = P. falciparum Dd2 growth inhibitors, primary screen, SYBR Green fluorescence, single dose replicates | 2.3% of 94,000 active | AID 1159554, 2015 | activity change, % at 10 µM | 72 h; stronger effect = lower value; in the data active = activity change below about -80%
The depositor's hits bear a star; nt = no result given; & = joins results of further samples. Rows were taken by chance. About 7.3% of those tested had a hit in this group.

cpd	compound	KDM4C inh	C diff growth	T cruzi growth	Pf Dd2 growth
1	COc1cccc(S(=O)(=O)Nc2ccc3c(c2)C(=O)N(C)C[C@@H](OC)[C@H](C)CN[C@H](C)CO3)c1	-1.2	nt	-18	12
2	COc1cccc(CNC(=O)C[C@H]2CC[C@H]3[C@H](COc4ccc(NC(=O)c5cccs5)cc4C(=O)N3C)O2)c1	2.5	5	86	1
3	CC(C)NC(=O)Nc1ccc2c(c1)C(=O)N([C@@H](C)CO)C[C@@H](C)[C@@H](CN(C)Cc1ccc(Cl)c(Cl)c1)OCCCC[C@@H](C)O2	-1.2	13	nt	nt
4	O=C(Nc1cccc(Cl)c1)N[C@@H]1CC[C@@H](CCNC(=O)C2CCCC2)O[C@@H]1CO	-0.5	-11	nt	-11
5	O=C(C[C@H]1C[C@@H]2c3cc(NC(=O)Nc4ccccc4F)ccc3O[C@@H]2[C@@H](CO)O1)NCc1ccc(Oc2ccccc2)cc1	-3.4	-2	76	-69
6	COC(=O)C[C@@H]1CC[C@H](NS(=O)(=O)c2ccccc2F)[C@@H](CO)O1	2.7	nt	1	1
7	C[C@H](CO)N1C[C@H](C)[C@H](CN(C)Cc2ccncc2)OCCCC[C@H](C)Oc2ccc(NC(=O)NC3CCCCC3)cc2C1=O	0.7	-2	97*	20
8	CC(C)NC(=O)Nc1ccc2c(c1)CC(=O)N([C@H](C)CO)C[C@H](C)[C@@H](CN(C)Cc1ccc(Cl)c(Cl)c1)O2	0.0	27&2	nt	-31
9	C[C@@H]1CN([C@@H](C)CO)C(=O)c2cccc(NC(=O)C3CC3)c2O[C@@H]1CN(C)Cc1ccncc1	0.1	0	61	14
10	COc1ccc(S(=O)(=O)Nc2ccc3c(c2)CC(=O)N([C@H](C)CO)C[C@@H](C)[C@@H](CN(C)S(=O)(=O)c2ccc(C)cc2)O3)cc1	11	-8	59	-21
11	C[C@H](CO)N1C[C@H](C)[C@@H](CN(C)Cc2ccc(Oc3ccccc3)cc2)Oc2ccc(NS(=O)(=O)c3cccs3)cc2CC1=O	-0.3	9	89	-49
12	C[C@H](CO)N1C[C@H](C)[C@H](CN(C)C(=O)NC2CCCC2)Oc2ncc(/C=C/c3ccccc3)cc2C1=O	-2.6	-1	-157	-37
13	C[C@@H]1CN([C@@H](C)CO)C(=O)c2cc(NS(=O)(=O)c3ccc(F)cc3)ccc2O[C@@H](C)CCCCO[C@H]1CN(C)S(=O)(=O)c1ccc(F)cc1	0.8	-3	113*	-47
14	COc1ccc2c3c([nH]c2c1)[C@@H](CO)N(Cc1nccs1)CC31CN(Cc2cccnc2)C1	-0.2	6	nt	7
15	O=C(C[C@H]1C[C@@H]2c3cc(NC(=O)NC4CCCC4)ccc3O[C@@H]2[C@@H](CO)O1)NCc1ccc(-c2ccccc2)cc1	1.4	-8	79	-6
16	C[C@H]1CN([C@@H](C)CO)C(=O)c2cccc(NC(=O)C3CCOCC3)c2O[C@@H]1CN(C)C(=O)Nc1ccc2c(c1)OCO2	-1.6	-2	1	27

One compound at a time, as listed above.
C[C@@H]1CN([C@@H](C)CO)C(=O)c2cccc(NC(=O)C3CC3)c2O[C@@H]1CN(C)Cc1ccncc1 in the list: KDM4C inh: 0.1; C diff growth: 0; T cruzi growth: 61; Pf Dd2 growth: 14
O=C(C[C@H]1C[C@@H]2c3cc(NC(=O)NC4CCCC4)ccc3O[C@@H]2[C@@H](CO)O1)NCc1ccc(-c2ccccc2)cc1 in the list: KDM4C inh: 1.4; C diff growth: -8; T cruzi growth: 79; Pf Dd2 growth: -6
C[C@H](CO)N1C[C@H](C)[C@H](CN(C)C(=O)NC2CCCC2)Oc2ncc(/C=C/c3ccccc3)cc2C1=O in the list: KDM4C inh: -2.6; C diff growth: -1; T cruzi growth: -157; Pf Dd2 growth: -37

(list continues)
cpd	compound	KDM4C inh	C diff growth	T cruzi growth	Pf Dd2 growth
17	C[C@@H]1CCCCO[C@@H](CN(C)Cc2ccc(C(=O)O)cc2)[C@H](C)CN([C@@H](C)CO)C(=O)c2cc(NC(=O)CCCN(C)C)ccc2O1	2.5	-3	5	44
18	O=C(C[C@@H]1CC[C@@H]2[C@H](COC[C@@H](O)CN2CC2CCCC2)O1)NCC1CC1	-0.9	-4	nt	36
19	COC(=O)[C@@H]1[C@@H](CO)[C@@H]2Cn3c(ccc(-c4ccccc4)c3=O)[C@@H]2N1C(=O)C1CC1	-1.5	-8	60	4
20	C[C@@H]1CN([C@H](C)CO)C(=O)c2cc(Br)cnc2O[C@@H]1CN(C)Cc1cccc(F)c1	1.0	1	-2	0
21	O=C(C[C@@H]1C[C@@H]2c3cc(NC(=O)Nc4ccc(F)cc4)ccc3O[C@@H]2[C@@H](CO)O1)NC1CCCCC1	0.1	-1	28	-14
22	Cc1ccc(S(=O)(=O)N(C)C[C@@H]2Oc3cc(C4=CCCC4)ccc3S(=O)(=O)N([C@H](C)CO)C[C@@H]2C)cc1	1.1	6	nt	-71
23	O=C(Cc1ccccc1)N1CC2(C1)[C@@H](c1ccccc1)[C@@H](CO)N2C(=O)Cc1ccccc1	-1.0	6	nt	0
24	CO[C@@H]1CN(C)C(=O)c2ccc(NS(=O)(=O)c3cccc(F)c3)cc2OC[C@H](C)N(Cc2cc(F)ccc2F)C[C@@H]1C	0.6	nt	nt	-23
25	C[C@H](CO)N1C[C@H](C)[C@@H](CN(C)C(=O)c2ccncc2)OCCCC[C@H](C)Oc2ccc(NC(=O)Cc3ccccc3)cc2C1=O	0.4	3	13	-27
26	C[C@@H]1CN([C@@H](C)CO)S(=O)(=O)c2ccc(C#CC3CC3)cc2O[C@@H]1CN(C)C(=O)c1cccc(F)c1	0.2	8	nt	-50
27	COc1ccc2c3c(n(C)c2c1)[C@@H](CO)N(C(=O)Nc1cccc(F)c1)CC31CCN(C)CC1	-2.0	0	nt	-78
28	CO[C@@H]1CN(C)C(=O)c2ccc(NC(=O)c3cnccn3)cc2OC[C@H](C)N(C(=O)C2CC2)C[C@H]1C	-0.5	nt	6	23
29	C[C@@H]1CN([C@H](C)CO)C(=O)Cc2cc(NC(=O)Nc3ccccc3)ccc2O[C@H]1CN(C)S(=O)(=O)c1ccc(Cl)cc1	-2.9	-9	84	-14
30	CC(C)C(=O)Nc1ccc2c(c1)C(=O)N(C)[C@H]1CC[C@H](CC(=O)NCCc3ccccc3)O[C@H]1CO2	1.2	-1	13	5
31	CCNC(=O)C[C@H]1CC[C@H]2[C@@H](COC[C@@H](O)CN2C(=O)CC)O1	-1.9	nt	10	3
32	C[C@@H]1CN([C@@H](C)CO)C(=O)c2cc(NC(=O)C3CCCCC3)ccc2O[C@H]1CN(C)Cc1ccc(Cl)c(Cl)c1	2.7	0	97	-7

More structures
Below each compound: KDM4C inh | C diff growth | T cruzi growth | Pf Dd2 growth
33. CCC(=O)N1CC[C@@H]2[C@@H](CO)N(C)c3ccc(-c4cccc(OC)c4)cc3[C@@H]21
  4.4 | 5 | 104* | 9
34. CC=Cc1ccc2n(c1=O)C[C@H]1[C@H](CO)[C@@H](C(=O)NCCC)N(C(=O)CC3CC3)[C@@H]21 (mixture of isomers)
  5.8 | -3 | 55 | 8
35. COc1ccc(S(=O)(=O)N[C@@H]2CC[C@H](CCNC(=O)Cc3ccccn3)O[C@H]2CO)cc1
  0.1 | nt | -21 | 10
36. C[C@@H]1CCCCO[C@@H](CN(C)Cc2ccncc2)[C@H](C)CN([C@H](C)CO)C(=O)c2cc(NS(=O)(=O)c3ccc(F)cc3)ccc2O1
  2.1 | 5 | nt | -26
37. Cc1ccc(S(=O)(=O)N(C)C[C@@H]2Oc3c(NC(=O)c4nc5ccccc5s4)cccc3C(=O)N([C@@H](C)CO)C[C@H]2C)cc1
  2.2 | 0 | 68 | -85*
38. Cc1ccc(NC(=O)C[C@H]2CC[C@H]3[C@@H](COc4ccc(NS(C)(=O)=O)cc4C(=O)N3C)O2)cc1
  0.1 | -1 | 20 | -45
39. Cc1ccccc1S(=O)(=O)N[C@@H]1CC[C@@H](CCn2cc(Cc3ccccc3)nn2)O[C@@H]1CO
  -1.6 | -8 | 69 | -44
40. CS(=O)(=O)N1CC(=O)N2[C@H](C1)[C@H](c1ccc(C#Cc3ccccc3)cc1)[C@@H]2CO
  -3.1 | 1 | nt | 12
41. C[C@@H]1CN([C@@H](C)CO)C(=O)CCCn2nncc2CO[C@H]1CN(C)C(=O)Nc1ccccc1C(F)(F)F
  2.5 | 9 | -8&53 | -11&-6
42. C[C@@H]1CN([C@H](C)CO)C(=O)c2cc(NC(=O)c3ccncc3)ccc2O[C@H]1CN(C)Cc1ccccc1
  0.8 | 2 | 50 | 1
43. C[C@H]1CN([C@@H](C)CO)S(=O)(=O)c2ccc(C3=CCCCC3)cc2O[C@H]1CN(C)Cc1ccccc1
  0.0 | 42 | 120* | -53
44. O=C1CNC[C@@H]2[C@@H](c3ccc(C#CC4CCCCC4)cc3)[C@H](CO)N12
  1.4 | 4 | nt | -14
45. COc1cccc(NC(=O)N(C)C[C@H]2Oc3ncc(C#Cc4cccnc4)cc3C(=O)N([C@@H](C)CO)C[C@@H]2C)c1
  -0.9 | -5 | -39 | -17
46. CCCC#Cc1cnc2c(c1)C(=O)N([C@@H](C)CO)C[C@H](C)[C@H](CN(C)S(=O)(=O)c1cn(C)cn1)O2
  1.9 | nt | nt | 23
47. CC(C)NC(=O)N1[C@@H]2CN(C(=O)Nc3ccc(F)cc3)c3ccccc3[C@@H]2[C@@H]1CO
  1.5 | 2 | 63 | 19
48. COc1ccc(NC(=O)Nc2cccc3c2O[C@@H](CN(C)C)[C@H](C)CN([C@H](C)CO)C3=O)cc1
  -0.4 | 2 | nt | 1
49. CO[C@H]1CN(C)C(=O)c2cc(NC(=O)c3ccccc3F)ccc2OC[C@H](C)N(CC2CCOCC2)C[C@@H]1C
  -0.5 | nt | 30 | -40
50. C[C@H](CO)N1C[C@H](C)[C@@H](CN(C)C(=O)Nc2ccc(F)cc2)Oc2ccc(NS(=O)(=O)c3ccc(Cl)cc3)cc2C1=O
  2.4 | 1 | 26 | 5
51. C[C@H]1CN([C@@H](C)CO)C(=O)c2cc(NC(=O)Nc3ccccc3)ccc2O[C@@H]1CN(C)C(=O)Nc1ccccc1
  -0.5 | -4 | -2 | 5
52. COc1ccc(S(=O)(=O)N(C)C[C@H]2Oc3ccc(NC(=O)Cc4ccccc4)cc3CC(=O)N([C@H](C)CO)C[C@H]2C)cc1
  15 | 2 | nt | -14
53. CO[C@H]1CN(C)C(=O)c2cc(NC(=O)NC(C)C)ccc2OC[C@@H](C)N(Cc2cncnc2)C[C@H]1C
  1.6 | -12 | 17 | 14
54. COc1ccc(S(=O)(=O)Nc2ccc3c(c2)C(=O)N([C@H](C)CO)C[C@H](C)[C@@H](CN(C)S(=O)(=O)c2ccc(Cl)cc2)OCCCC[C@@H](C)O3)cc1
  -0.1 | -7 | 101* | -25
55. COc1ccc2c3c([nH]c2c1)[C@@H](CO)N(Cc1cccnc1)CC31CCN(C(=O)c2cccnc2)CC1
  -0.3 | 5 | nt | -16
56. CCNC(=O)[C@@H]1[C@@H](CO)[C@@H]2Cn3c(ccc(-c4ccc(OC)cc4)c3=O)[C@@H]2N1Cc1nccs1
  22 | 1 | 12 | nt
57. CCNC(=O)c1cc2c(c(-c3cccc(-c4cccc(OC)c4)c3)n1)[C@@H](CCO)N([S@](=O)C(C)(C)C)C2
  0.3 | nt | 43 | -29
58. CC(C)CC#Cc1ccc2c(c1)O[C@H](CN(C)C(=O)Nc1ccccc1F)[C@@H](C)CN([C@H](C)CO)S2(=O)=O
  1.6 | -8 | 92* | -49
59. CC(=O)N(C)C[C@H]1Oc2ncc(-c3cncnc3)cc2C(=O)N([C@H](C)CO)C[C@H]1C
  -0.6 | -3 | -4 | 40
60. Cc1noc(C)c1NC(=O)Nc1ccc2c(c1)C(=O)N([C@@H](C)CO)C[C@H](C)[C@H](CN(C)Cc1ccc3c(c1)OCO3)OCCCC[C@H](C)O2
  0.0 | -3 | -30 | -42
61. CO[C@@H]1CN(C)C(=O)c2ccc(NC(=O)C3CCC3)cc2OC[C@@H](C)NC[C@H]1C
  0.6 | -2 | 17 | nt
62. COc1ccc(S(=O)(=O)Nc2ccc3c(c2)C(=O)N([C@@H](C)CO)C[C@@H](C)[C@@H](CN(C)C)OCCCC[C@@H](C)O3)cc1
  -0.3 | -4 | 2 | -21
63. COc1ccc(S(=O)(=O)Nc2ccc3c(c2)C(=O)N([C@@H](C)CO)C[C@@H](C)[C@@H](CN(C)Cc2ccc(Cl)c(Cl)c2)O3)cc1
  -0.9 | 19 | 109 | -6
64. COc1ccc(NC(=O)N(C)C[C@H]2Oc3ccc(NC(=O)CCCN(C)C)cc3C(=O)N([C@@H](C)CO)C[C@H]2C)cc1
  0.0 | 4 | nt | 0
65. C[C@H](CO)N1C[C@H](C)[C@@H](CN(C)C(=O)Cc2ccccc2)OCCCC[C@H](C)Oc2ccc(NC(=O)Nc3ccc4c(c3)OCO4)cc2C1=O
  0.1 | -1 | 54 | 3
